Screening results deposited in PubChem BioAssay by several laboratories.
HIF-2a inh: HIF-2a inhibition; hit rate 0.72% among 360,000; 786-0 RCC cells HIF-2a reporter, luciferase luminescence, overnight; inhibition, % at 18.8 µM; AID 624352;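 active = inhibition of the luminescence signal of 40% or more relative to plate controls, in a single-dose primary screen at 18.75 µM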
KKLEB tox: CF airway cell cytotoxicity counter-screen. KKLEB CF airway cells viability, ATPlite luminescence, overnight; stronger effect = lower value; cells stimulated with P. aeruginosa culture filtrate. activity change (cytotoxicity), % at 5 µM. hit rate 0.36% among 360,000. AID 602141;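 active = corrected activity change at or below -50% at 5 µM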
NR2E3 ag-1: agonists of human NR2E3 nuclear receptor; Q9Y5X4; CHO-S Gal4-NCOR/VP16-NR2E3 two-hybrid, luciferase; inhibition of corepressor binding, % at 3.98 µM; hit rate 0.35% among 360,000; AID 602229;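 active = inhibition above the mean of all tested compounds plus 3 SD, cut at about 70% in these data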;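 note: 0% = DMSO with NR2E3 transfected cells and 100% = cells lacking NR2E3 construct; higher means lower luciferase signal from less NR2E3 corepressor binding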
Target sequence (Q9Y5X4 whole entry, looked up, the tested form may be a part): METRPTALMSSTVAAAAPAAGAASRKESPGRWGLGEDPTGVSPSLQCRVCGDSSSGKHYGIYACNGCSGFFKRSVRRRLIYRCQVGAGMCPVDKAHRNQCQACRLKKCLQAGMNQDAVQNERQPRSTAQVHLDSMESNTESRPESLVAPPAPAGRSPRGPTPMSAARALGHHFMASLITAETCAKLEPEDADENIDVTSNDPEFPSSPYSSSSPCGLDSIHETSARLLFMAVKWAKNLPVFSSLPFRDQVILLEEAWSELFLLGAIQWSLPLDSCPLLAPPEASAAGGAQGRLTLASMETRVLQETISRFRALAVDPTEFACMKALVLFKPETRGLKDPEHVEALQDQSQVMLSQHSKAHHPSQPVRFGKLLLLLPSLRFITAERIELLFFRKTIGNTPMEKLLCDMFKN
TRPM1 prom inh: MITF TRPM1 promoter inhibition in SK-MEL-5 cells; SK-MEL-5 TRPM1 promoter luciferase, 24 h; inhibition, % at 12.5 µM; hit rate 0.83% among 330,000;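 active = mean inhibition across replicates of 60% or more, whatever share of single replicates reaches that level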; note: values of inactives mirror those of a sister screen read the other way
hiPSC survival: enhancers of human iPSC single-cell survival; hiPSC single-cell survival, ATPlite luminescence; 100% = ROCK inhibitor wells, 0% = DMSO; survival enhancement, % at 20 µM; hit rate 0.044% among 360,000; AID 602274; in the data active = survival enhancement above about 18%;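 note: cells exposed to compounds for 16 hours before the ATP read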
CF NFkB block: cystic fibrosis NF-kB activation inhibition | inhibition, % at 5 µM | hit rate 0.86% among 360,000 | KKLEB NF-kB-GFP reporter, PAF-induced, GFP fluorescence overnight | AID 588850;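 active = at least 50% inhibition at 5 µM, scaled per plate between neutral and stimulator controls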;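 note: PAF is a Pseudomonas aeruginosa culture filtrate used as stimulus; plate controls were PAF-stimulated DMSO wells for no effect and unstimulated DMSO wells for full effect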
Peg3 promoter: inhibitors of Peg3 promoter; AID 588405; hit rate 1.7% among 360,000; inhibition, % at 20 µM; HeLa PEG-Prom luciferase reporter, luminescence, overnight;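 active = inhibition of at least 50% at 20 µM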
Shn3 inh set2: inhibitors of Schnurri-3 3'UTR reporter in osteoblasts; inhibition, % at 12.5 µM; hit rate 0.52% among 360,000; Clone20 osteoblast Shn3 3'UTR firefly luciferase, 24 h;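 active = mean inhibition of at least 75% with every replicate also reaching 75%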;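 note: 0% = median of neutral control wells and 100% = pilot-screen positive control compound; some compounds past the cut are filed as inactive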
C8 TRAIL sens: sensitizes caspase-8 expressing cells to TRAIL | NB7+C8 cells + TRAIL, ATPlite viability luminescence | inhibition (viability loss, TRAIL sensitization), % at 10 µM | hit rate 1% among 360,000;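 active = compounds causing at least 50% loss of cell viability in the single-dose screen, relative to plate controls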
LMP1 NFkB inh: Epstein-Barr LMP1 NF-kappaB reporter inhibition | LMP1-induced NF-kappaB luciferase reporter cells, luminescence | hit rate 0.69% among 350,000 | AID 504558 | inhibition, % at 12.5 µM; in the data active = inhibition above about 41%;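 note: 0% = neutral control wells and 100% = reference inhibitor control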
NR2E3 ag-2: agonists of human nuclear receptor NR2E3; GST-NR2E3/biotin-RetCOR TR-FRET, 1536-well; inhibition of corepressor binding, % at 4.78 µM; hit rate 0.12% among 320,000; AID 2300;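 active = percent inhibition above the cutoff of mean plus 3 SD of all tested compounds, set per screening campaign, cut at about 20% in these data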;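 note: 0% = DMSO wells and 100% = biotin wells as full block of FRET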
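System: GST-NR2E3 and biotin-RetCOR proteins; probe or stimulus: 7 nM biotin-RetCOR; doses: compound at 4.8 µM, single dose; schedule: Compound–protein incubation for 5 h at 4 °C; detection: time-resolved FRET; read-out: percent inhibition; controls: biotin wells as high control, 0.6% DMSO wells as low control; format: 1536-well plates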
* marks the source's active call; other numbers are inactive results; nt = no result given; & = joins results of further samples.

structure	HIF-2a inh	KKLEB tox	NR2E3 ag-1	TRPM1 prom inh	hiPSC survival	CF NFkB block	Peg3 promoter	Shn3 inh set2	C8 TRAIL sens	LMP1 NFkB inh	NR2E3 ag-2
CC(=O)Nc1ccc(NC(=O)C(C)OC(=O)CNC(=O)c2ccc(-c3ccccc3)cc2)cc1 (stereo unspecified)	-39	7	-5	-12	-0.6	-14	-42	-16	12	1	1
Nc1nc(Cl)cc(N2CCCC2)n1	12	-9	-33	-3	1.5	-17	16	4	-26	-2	-2
C#CCCc1cocc1/C=[N+](\[O-])c1ccc(C(=O)OCC)cc1	-35	1	-20	-20	-1.8	4	-42	-1	13	0	4
CN(CCCNC(=O)c1cc2c(Cl)nc3ccccc3c2s1)Cc1ccccc1	-2	-24	-3	-30	-1.7	1	47	12	-6	-44	1
COc1ccc(N(Cc2cc(=O)[nH]c3ccccc23)C(=O)C(C)C)cc1	19	9	-8	9	0.7	-6	7	5	3	-7	-3
COc1ccc(NC(=O)COc2cc(C)cc(C)c2)cc1S(=O)(=O)N1CCCCC1	-18	-6	13	18	-0.4	11	-8	23	26	19	-1
CC(=O)c1ccc(S(=O)(=O)N(C)CC(=O)Nc2cccc(S(=O)(=O)N3CCCC3)c2)cc1	-52	-3	-36	nt	1.6	6	-40	-24	1	-5	nt
COc1ccccc1CN1C(=S)SC(C)(C)C1NO (stereo unspecified)	9	-9	-30	3	0.9	9	28	5	-4	-8	-1
CC(=O)CC(CC(=O)NC1CCCCC1)c1ccccc1 (stereo unspecified)	11	2	-3	0	0.2	4	-7	-16	-15	2	1
C/C(=N\O)C(=O)NCc1ccncc1	14	-4	7	4	0.4	-4	2	-11	0	5	1
N#Cc1nc(COc2ccc(Cl)cc2)oc1N1CCCC1	13	-10	-27	-9	6.8	18	0	9	8	0	2
Cc1cccc(NC(=O)/C(=C\c2ccco2)NC(=O)c2ccccc2)c1	6	3	8	11	1.7	-14	3	-4	4	4	4
Cc1ccccc1COc1ccc(/C=C(\C#N)C(N)=O)cc1	-85	6	-78	-34	1.7	-14	-87	-26	2	-5	-2
COc1ccccc1/C=C/C1(C(=O)NC2CCCC2)CC(=O)N1c1ccc(F)cc1 (stereo unspecified)	15	-77*	-29	41	-3.1	80*	40	3	92*	31	0
CN1C(=O)CSC1=NCC12CC3CC(CC(C3)C1)C2	7	-4	1	-9	0.2	18	2	-24	-2	-4	1
Cc1ccccc1N(CC(=O)N1CCCCCC1)S(C)(=O)=O	23	6	-32	12	-0.3	16	3	4	2	1	-2
COc1ccc(Br)cc1/C=N/NC(=O)c1ccc2nc[nH]c2c1	-4	11	-36	10	-0.6	17	1	-9	-2	-3	2
Cc1nn(CC(=O)NCCc2ccco2)c(=O)c2nn(-c3ccccc3)c(C)c12	1	16	-8	14	-0.4	-10	-7	8	15	6	-1
CC(=O)CCC1CC(c2ccc(Cl)cc2)=NO1 (stereo unspecified)	-122	19	-104	-21	-3.0	-3	-121	-88	21	-5	3
CC(=O)N1CCN=C1SCc1cccc(Cl)c1	-7	-7	-14	-6	-0.3	1	-10	-20	-2	-2	-2
COCCN(Cc1ccccc1)C(=O)Cc1ccc(OC)c(S(=O)(=O)N2CCOCC2)c1	-25	22	-19	-7	-0.5	-23	-29	-14	24	0	0
O=C1C=C(NCc2ccccc2)CCC1	16	-6	-18	11	1.0	-10	1	-6	-11	2	1
CCC(C(=O)Nc1ncccn1)(C(F)(F)F)C(F)(F)F	20	-6	-11	14	0.3	-6	0	-1	-2	7	0
CC(C)OCCCNC(=O)c1cc(S(=O)(=O)N2CCc3ccccc32)cn1C	7	10	-5	nt	-2.9	-10	16	4	-4	-4	1
CC(=O)N(C)C1(c2nnnn2CCOC(=O)Nc2ccc(Cl)cc2)CCCCC1	10	-3	0	-8	-2.2	-9	9	1	0	0	-2
O=c1[nH]c2cc3c(cc2cc1CN(Cc1ccccc1)Cc1nnnn1Cc1ccco1)OCCO3	6	-12	-9	-14	2.5	7	-13	2	0	-11	nt
O=C(COC(=O)/C=C/c1ccc(F)cc1)Nc1ccccc1-c1ccccc1	5	-7	4	-23	-0.7	3	3	7	-3	-6	4
CC1CC(C)CN(C(=O)CSCC(=O)O)C1 (stereo unspecified)	14	4	4	4	-0.3	1	11	13	-11	-3	4
COc1ccc(Cl)cc1C(=O)NCc1ccc2c(c1)OCO2	-55	-5	9	-5	0.0	1	-27	-5	-32	-27	1
CCN(CC)C(=O)c1cccc(-c2csc(C(O)c3ccc(OC)cc3)n2)c1 (stereo unspecified)	6	-1	25	nt	-2.4	-12	18	49	10	nt	nt
NS(=O)(=O)c1cccc(NC(=O)COC(=O)Cn2cc(C(F)(F)F)ccc2=O)c1	2	8	3	5	0.0	-7	-4	-16	15	0	2
CCC(=O)NC(c1ccc(OC)cc1)c1cc(Cl)c2cccnc2c1O (stereo unspecified)	9	2	0	50	-0.5	2	48	60	43	38	0
COCCCNC(=O)c1ccccc1Sc1ccc(NC(C)=O)nc1	8	-2	-8	-3	1.2	7	-8	0	0	-1	-5
Clc1ccc(-c2nc(N3CCCCC3)nc3ccccc23)cc1	11	-1	-14	18	4.4	1	10	15	11	0	-2
Cc1cc(/C=C2/NC(=O)N(Cc3ccccc3F)C2=O)c(C)n1-c1ccccn1	-35	6	-4	0	4.8	-24	-21	-12	2	1	3
CCOC(=O)C(=O)N(C)c1c(CC)nc2c(OCc3cccc(Cl)c3)cccn12	4	2	-7	nt	1.7	-4	23	11	-9	nt	nt
CCOC(=O)c1ccc(S(=O)(=O)N(CCO)Cc2cc3cc(OC)c(OC)cc3[nH]c2=O)cc1	2	6	0	-2	0.5	-25	0	nt	-2	-1	-4
Cc1c(C=NNC(=O)c2ccc(Br)cc2)c2ccccn2c1C(=O)c1ccncc1	-27	-19	21	2	-0.3	6	21	1	21	-7	nt
CC(NC(=O)CCNS(=O)(=O)c1ccc2c(c1)oc(=O)n2C)c1ccccc1 (stereo unspecified)	-3	-5	0	5	-0.4	10	20	-4	4	-2	-3
Cn1c(Sc2ccc(Br)cc2)c(C=O)c2ccccc21	30	-12	-15	11	5.0	67*	37	20	17	10	11
O=C(Oc1ccccc1C(=O)N1CCOCC1)c1ccc(Br)cc1	9	0	10	-6	4.3	-3	9	2	-9	1	1
COc1ccc(OC)c2[nH]c(=O)c(CCNC(=O)c3ccc(S(=O)(=O)N(C)C)cc3)cc12	21	0	16	1	-0.7	9	15	7	10	69*	-2
Cc1nc2ccccc2c(=O)n1/N=C/c1ccccc1F	-135	-4	1	-25	0.1	-15	-67	-62	6	-3	-1
c1ccc(-n2c(Cc3cn4ccsc4n3)nnc2N2CCOCC2)cc1	5	4	-18	4	0.5	-3	-4	18	-5	-1	2
O=S(=O)(NCCc1c[nH]c2ccccc12)c1ccc(F)cc1	15	0	0	12	0.0	2	17	11	13	-4	nt
CCCCN1C(=O)C(=O)N(CC(=O)Nc2sc(C)c(CC)c2C(=O)OCC)C1=O	4	-6	-5	-5	0.6	-13	7	-14	-3	-1	-2
O=C(Nc1cc(N2CCOCC2)ncn1)NC1(C(F)(F)F)Oc2ccccc2O1	20	1	9	8	-3.0	15	13	33	16	3	2
CCc1ccc(C(O)c2ncc(-c3ccc4ccccc4c3)[nH]2)cc1 (stereo unspecified)	-202	-10	-23	nt	5.3	-14	-65	-5	10	nt	nt
CCSc1nnc(NC(=O)CSc2nc3c(c(=O)n2-c2ccccc2)SCC3)s1	-1	4	-8	-1	1.0	11	14	-7	-7	3	5
Cc1ccc(N2CCN(C(=O)CNS(=O)(=O)c3ccc(Br)s3)CC2C)cc1 (stereo unspecified)	4	2	17	-17	0.6	-2	26	8	1	11	1

Following part.
structure	HIF-2a inh	KKLEB tox	NR2E3 ag-1	TRPM1 prom inh	hiPSC survival	CF NFkB block	Peg3 promoter	Shn3 inh set2	C8 TRAIL sens	LMP1 NFkB inh	NR2E3 ag-2
CC1(C)Cc2ccccc2-c2nnc(-c3ccccc3)n21	0	-11	3	4	0.2	-3	17	-5	-10	-1	1
CCN(CC)c1ccc(/C=C(\C#N)C(N)=O)cc1	-138	-12	10	-44	-1.5	10	-153	-1	-1	-16	nt
COc1cc(C2C(C#N)=C(N)OC3=C2C(=O)CC(C)(C)C3)c([N+](=O)[O-])cc1OC (stereo unspecified)	19	-1	-28	0	-0.4	-5	3	-9	-3	-5	0
CC(=O)C1=CCC(c2ccc(Cl)cc2)N(S(=O)(=O)c2ccc(C)cc2)C1 (stereo unspecified)	-18&-14	-6&-2	-11&-28	nt	-0.3&-0.8	-7&23	-3&-12	16&7	3&9	nt	nt
COc1cccc(S(=O)(=O)N(C)C[C@H]2OCc3cn(nn3)CCCC(=O)N([C@H](C)CO)C[C@@H]2C)c1	4	7	-29	nt	2.9	-14	-2	7	-12	2	nt
COc1ccc(CNC(=O)C(=O)NCC2CCCN2S(=O)(=O)c2ccccc2)cc1 (stereo unspecified)	8	-8	-13	4	0.4	16	-6	18	-12	-7	-3
CCc1ccc(N=C2NC(=O)/C(=C/c3ccc(OCC(=O)O)c(OC)c3)S2)cc1	14	7	6	8	-0.2	19	10	-2	10	6	nt
COc1ccc(C(=O)Nn2cnc3ccccc3c2=O)cc1[N+](=O)[O-]	6	6	3	-2	-0.4	-15	-4	3	-13	-1	-4
C=COCCn1c(-c2nonc2N)nc2ccccc21	4	1	0	-1	8.9	-4	8	13	3	-4	0
O=C(C[C@@H]1C/C=C\CCCC(=O)OC[C@@H]2CCCN2C1=O)N[C@@H](CO)Cc1ccccc1	9	9	-15	-1	3.0	-3	-2	-23	-12	-9	nt
O=C(COc1ncnc2sccc12)N1CCN(c2ccccc2)CC1	1	4	-13	8	-0.8	-1	2	15	-25	-6	0
CN(CC1COc2ccccc2O1)C(=S)Nc1ccccc1F (stereo unspecified)	-67	7	-10	-14	2.9	-8	-36	1	-4	2	0
CCC(NC(=O)Cc1c(C)c2cc3c(cc2oc1=O)OC(C)(C)CC3)C(=O)O (stereo unspecified)	-29	-2	-50	nt	-0.4	4	-19	-15	0	-11	0

Arranged by value in NR2E3 ag-2 (largest number first): three from the list above
compound | NR2E3 ag-2
CC1(C)Cc2ccccc2-c2nnc(-c3ccccc3)n21 | 1
CCC(NC(=O)Cc1c(C)c2cc3c(cc2oc1=O)OC(C)(C)CC3)C(=O)O (stereo unspecified) | 0
COc1ccc(C(=O)Nn2cnc3ccccc3c2=O)cc1[N+](=O)[O-] | -4

A portion of the library; rates above refer to the full screens.
